Screening results deposited in PubChem BioAssay by Southern Research Specialized Biocontainment Screening Center.
Salmonella PhoP GFP – PhoP regulon inhibitors, Salmonella typhi PhoP promoter GFP reporter, confirmatory (AID 1850); inhibition, % at 50 µM; hits with a dose series show IC50 in µM; Salmonella Typhi PhoP-promoter GFP reporter, fluorescence, 4 h; higher % means a stronger effect; 0.33% of 310,000 active; in the data active means a potency from the dose series; inconclusive means inhibition mostly from about 25% at the one dose, without a potency; inactive means the rest, 99 in 100 with inhibition below about 19%;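 further: 0% = induced wells with vehicle and 100% = uninduced wells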
M. tuberculosis HTS – M. tuberculosis growth inhibition, HTS (AID 449762) | 0.59% of 330,000 active | one-dose inhibition, % at 25 µM; IC50 in µM for titrated hits | M. tuberculosis H37Rv growth inhibition, 7H9 media; higher % means a stronger effect; in the data active means a potency from the dose series; inconclusive means inhibition above about 70% without an active follow-up result;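 further: bacterial growth assessed after seven days of incubation; strong numbers were not always called active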
tuberculosis growth – growth inhibition of non-replicating M. tuberculosis (AID 488890); Mycobacterium tuberculosis non-replicating, growth inhibition; higher % means a stronger effect; inhibition, % at 25 µM; hits with a dose series show IC50 in µM; 0.39% of 320,000 active; in the data active means a potency from the dose series; inconclusive means inhibition mostly from about 82% at the one dose, without a potency; inactive means the rest, 99 in 100 with inhibition below about 76%;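 further: plate controls were DMSO cells for no effect and high antibiotic wells for full effect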
influenza NS1A – H1N1 influenza NS1A inhibitors, functional cell based assay (AID 504329). NS1A functional cell-based assay, percent inhibition; higher % means a stronger effect. 0.3% of 340,000 active. one-dose inhibition, % at 12.5 µM; IC50 in µM for titrated hits; in the data active means a potency from the dose series; inconclusive means inhibition above about 27% without an active follow-up result; further: strong numbers were not always called active
inhibitors of VEEV – inhibitors of VEEV TC-83 cytopathic effect, confirmation, Vero cells (AID 588727); inhibition, % at 20 µM, or IC50 in µM where a hit was titrated; 0.13% of 350,000 active; Vero cells, VEEV TC-83 cytopathic effect inhibition; higher % means a stronger effect; in the data active means a potency from the dose series; inconclusive means inhibition mostly from about 14% at the one dose, without a potency; inactive means the rest, 99 in 100 with inhibition below about 12%; further: strong numbers were not always called active
inhibitors of VEEV 10K pilot screen – second read-out of inhibitors of VEEV, no call of its own (marks repeat the call); inhibition, %; measured here: 10K pilot screen inhibition
* hit, by the source's call; i = inactive; u = inconclusive; x = not tested or not shown. Rows are unselected. About 1.4% of those tested had a hit in this group.

SMILES	Salmonella PhoP GFP	M. tuberculosis HTS	tuberculosis growth	influenza NS1A	inhibitors of VEEV	others
O=P(c1ccccc1)(c1ccccc1)c1cc(S(=O)(=O)O)ccc1O	8%	-8%	1%	-10%	1.3%
O=C(CSc1nncs1)Nc1ccc(N2CCCCC2)cc1	x	8%	u	-5%	2.8%
COc1ccc(OC)c(S(=O)(=O)CC(=O)c2cc3ccc(OC)cc3oc2=O)c1	0%	2%	15%	15%	1.0%
COCCNC(=O)c1cc(OC)c(OC)cc1[N+](=O)[O-]	0%	4%	14%	-8%	i
O=C(CN1CCOCC1)N(c1ccccc1)c1ccc2ccccc2c1	1%	1%	40%	3%	0.8%
COc1ccc(OC)c(N(CC(=O)NC2CCCC2)S(=O)(=O)c2ccc(OC)c(OC)c2)c1	9%	9%	-4%	-7%	5.7%
COc1ccc(C(=O)NC(=S)N(Cc2ccccc2)Cc2ccccc2)cc1	3%	25%	8%	-12%	i
O=C(Cc1ccc(-n2cnnn2)cc1)NC12CC3CC(CC(C3)C1)C2	3%	0%	-2%	2%	0.3%
Cc1ccccc1C(=O)Nn1c(C)ccc1C	-7%	4%	8%	x	x
COc1ccc(N2C(=O)CC(N3CCN(c4nc5ccccc5s4)CC3)C2=O)cc1 (stereo not given)	-8%	-6%	9%	1%	i
COc1ccc(CNS(=O)(=O)c2cc3c4c(c2)C(C)C(=O)N4CCC3)cc1 (stereo not given)	4%	-2%	15%	6%	0.2%
COc1ccc(OCC(=O)Nc2cc(NC(=O)c3ccco3)ccc2OC)cc1	1%	12%	u	-5%	1.8%
CCS(=O)(=O)n1nc(NCc2cccc(OC)c2)nc1NCc1cccc(OC)c1	6%	-1%	10%	-6%	5.3%
Cc1c(C(=O)C(=O)N2CCN(Cc3ccc4c(c3)OCO4)CC2)c2ccccc2n1C	-2%	-6%	-14%	9%	1.2%
C/C(CC(=O)NCc1ccccc1)=N\NC(=O)c1cnccn1	-3%	11%	46%	6%	i

Next section (7 carried over from the part before).
SMILES	Salmonella PhoP GFP	M. tuberculosis HTS	tuberculosis growth	influenza NS1A	inhibitors of VEEV	others
Cc1ccccc1C(=O)Nn1c(C)ccc1C	-7%	4%	8%	x	x
COc1ccc(N2C(=O)CC(N3CCN(c4nc5ccccc5s4)CC3)C2=O)cc1 (stereo not given)	-8%	-6%	9%	1%	i
COc1ccc(CNS(=O)(=O)c2cc3c4c(c2)C(C)C(=O)N4CCC3)cc1 (stereo not given)	4%	-2%	15%	6%	0.2%
COc1ccc(OCC(=O)Nc2cc(NC(=O)c3ccco3)ccc2OC)cc1	1%	12%	u	-5%	1.8%
CCS(=O)(=O)n1nc(NCc2cccc(OC)c2)nc1NCc1cccc(OC)c1	6%	-1%	10%	-6%	5.3%
Cc1c(C(=O)C(=O)N2CCN(Cc3ccc4c(c3)OCO4)CC2)c2ccccc2n1C	-2%	-6%	-14%	9%	1.2%
C/C(CC(=O)NCc1ccccc1)=N\NC(=O)c1cnccn1	-3%	11%	46%	6%	i
O=C(CSc1nc2ccccc2o1)N/N=C/c1ccccc1	-6%	-3%	37%	-3%	1.0%
O=C1C2C(c3ccccc3)CC=CC2[C@H](c2ccc3ccccc3c2)N1Cc1ccccc1 (stereo not given in full)	-2%	11%	12%	9%	1.7%
O=C(CC(Nc1ccc(F)cc1)C(=O)O)c1ccccc1 (stereo not given)	-16%	x	9%	-5%	0.9%
Cc1nc2ccc(Br)cn2c1C(=O)N/N=C\c1ccc(C(C)C)cc1	-2%	5%	-19%	-5%	i
CC(O)CNCc1ccccc1C(F)(F)F (stereo not given)	-4%	-5%	-7%	10%	1.5%
COc1ccc(-c2ccccc2)cc1NCc1ccc(OC)c(OC)c1	-1%	-2%	10%	3%	2.3%
COC(=O)C1=C(C)N=C2SCCC(=O)N2C1c1ccc(OC(=O)c2ccco2)cc1 (stereo not given)	x	x	x	10%	i
CC1CCN(Cc2c(C(=O)N/N=C/c3ccc(C(C)C)cc3)nnn2-c2nonc2N)CC1	-4%	34%	0%	-2%	i
CC(C)(C)c1nnc2sc(SCC(=O)c3ccc4c(c3)OCCO4)nn2c1=O	1%	-3%	-16%	-11%	4.4%
CCOc1ccc(C2NC(=O)c3ccccc3O2)cc1OCC (stereo not given)	1%	-6%	25%	0%	i
O=C(NCCC1CCCCN1S(=O)(=O)c1ccccc1)C(=O)NCC1CCCO1 (stereo not given)	-2%	-1%	-6%	2%	1.1%
Cc1c(CN(C)C)c2c(n1C)C(=O)c1ccc(Br)cc1-2	-11%	-7%	33%	9%	0.4%
COc1ccc(-c2ccc(N(C)C)cc2)cc1[C@H]1[C@H]2C=CC[C@@H](C)[C@@H]2C(=O)N1Cc1ccccc1	7%	-9%	8%	1%	i
Oc1ccccc1C=NN1CCCCCC1	x	x	x	10%	0.8%
C=CCn1c(=O)c2c(nc(-c3ccc(S(=O)(=O)O)cc3)n2C)n(C)c1=O	-9%	-5%	-16%	0%	i
CC(C)CN=Cc1c(O)c([N+](=O)[O-])cc2oc3c(c12)CCCC3	-1%	-14%	u	-2%	i
CCOC(=O)Cc1csc(NC(=O)CSc2nnc(Cc3csc(N)n3)n2C)n1	11%	-6%	-7%	8%	0.7%
Cc1ccc(NS(=O)(=O)c2ccc(C)c(C(=O)NCC(c3ccccc3)N(C)C)c2)cc1 (stereo not given)	x	1%	24%	-5%	3.6%
COc1ccc(C(=O)Nc2ccc3c(c2)OCCO3)cc1	15%	4%	10%	-1%	1.3%
O=C(NCCOc1nc(N2CCOCC2)nc(N2CCOCC2)n1)Nc1ccc(Cl)cc1	0%	-6%	-6%	1%	3.1%
Cn1c(N)c(C(=O)COC(=O)CNS(=O)(=O)c2ccc(Cl)c(Cl)c2)c(=O)n(C)c1=O	-3%	-5%	-8%	-2%	0.8%
Cc1cccc(N2CCN(C(=O)CNC(=O)Cc3ccccc3)CC2)c1C	x	4%	9%	6%	2.5%
Cc1ccc(C2NC(=O)CCC2[N+](=O)[O-])cc1 (stereo not given)	6%	-6%	-11%	x	2.2%
Cc1cc(C)nc(SCC(=O)c2ccc([N+](=O)[O-])cc2)n1	2%	2%	45%	6%	i
CCC(NC(=O)CCc1c(C)c2cc3c(C)c(C)oc3cc2oc1=O)C(=O)N[C@@H](Cc1ccccc1)C(=O)O (stereo not given in full)	6%	-8%	-5%	5%	0.6%
CCc1c(C)c2nncn2[nH]c1=O	-17%	3%	x	21%	0.1%
COc1ccc2[nH]c(C)c(CCNCc3cccnc3)c2c1	x	5%	21%	-3%	2.7%
CN(C1CCCC1)C1CCN(C(=O)CNC(=O)/C=C/c2ccc(F)cc2)CC1	1%	-1%	-15%	-2%	0.1%
CC(C)(O)C#Cc1ccc(CN2CCN(CCc3ccccc3)C(CCO)C2)s1 (stereo not given)	-1%	3%	6%	-14%	0.4%
COc1cccc(CNC(=O)Cn2nc(C)c([N+](=O)[O-])c2C)c1	-5%	8%	-1%	3%	0.1%
Cc1ccc2nc(C)cc(SCC(=O)N/N=C/c3ccco3)c2c1	-3%	-8%	7%	10%	6.3%
CCOC(=O)CSc1nnc(CNC(=O)c2ccc(OC)cc2)n1Cc1ccccc1	-8%	1%	8%	-2%	5.0%
CCCC(=O)NCCCc1nc2ccccc2[nH]1	-8%	1%	-17%	6%	1.0%
Cc1onc(-c2ccccc2Cl)c1C(=O)N1CCN(C=O)CC1	-4%	9%	15%	-5%	0.1%
N#Cc1cc2ccc(N3CCOCC3)cc2cc1C#N	-4%	3%	0%	-2%	0.1%
COc1ccc(CN(C)C(=O)Cc2ccsc2)c(OC)c1OC	-2%	6%	-2%	9%	0.6%
Nc1ncn(CC(=O)c2ccccc2)n1	3%	2%	4%	-2%	1.2%
CCCc1c(C)nc(N2CCN(c3cccc(OC)c3)CC2)[nH]c1=O	9%	-2%	-7%	-16%	i
CC(C)Sc1nnc(NC(=O)C2CC2)s1	-5%	-3%	x	-9%	2.1%
NC(=O)C1CC(=O)N(c2ccc(OCc3ccc(F)cc3)cc2)C1 (stereo not given)	4%	3%	44%	0%	i
CCCCCOc1ccc(C(=O)CCC(=O)NNC(=O)c2ccncc2)cc1	x	x	x	-3%	2.9%
C=CCS(=O)(=O)c1nc2ccccc2s1	13%	u	u	-2%	8.0%
O=C(COc1ccc2ccc(=O)oc2c1)NCc1ccccn1	-6%	2%	8%	-3%	1.1%
COc1cc(/C=N/Nc2ccccc2[N+](=O)[O-])cc(OC)c1O	-20%	13%	2%	0%	0.4%
CC1=CCC(C(=O)O)C(C(=O)O)C1 (stereo not given)	-10%	6%	-3%	0%	1.6%
CCN(C(=O)CCS(=O)(=O)c1ccc2c(c1)oc(=O)n2C)c1ccc(OC)cc1	-6%	7%	-3%	-2%	0.6%
O=C(CN1C(=O)CSC1=O)NCc1ccccc1	-7%	1%	13%	11%	i
C[C@@H](C(=O)N1CCN(C(=O)OC(C)(C)C)CC1)n1cc(CCCN=C(NC(=O)OC(C)(C)C)NC(=O)OC(C)(C)C)nn1	-54%	-6%	-3%	-2%	i
CCOC(=O)c1cnn(-c2ncnc3sc(C)c(C)c23)c1N	0%	7%	-5%	-4%	0.5%
O=C(Nc1ccc(Cc2ccncc2)cc1)c1ccco1	-3%	1%	14%	1%	2.1%
COc1cccc(NC(=O)C2CC2(c2cccc(OC)c2)c2cccc(OC)c2)c1 (stereo not given)	-7%	7%	9%	-6%	0.7%
CCCC(=O)N1CCc2cc(OC)c(OC)cc2C1COc1ccccc1OC (stereo not given)	6%	8%	19%	17%	i
CC(C)[C@@]1(c2ccccc2)ON(c2ccccc2C(F)(F)F)C1=O	x	-1%	-19%	x	x
COc1ccc(CN2C(=O)c3ccccc3C2=O)cc1C(=O)OC(C)C(=O)NC(N)=O (stereo not given)	16%	-10%	-21%	-2%	0.3%
S=C(NCc1ccncc1)NC1CCCCC1	0%	-2%	-2%	6%	0.7%
Cc1cccc(NC(=O)CSc2nc3c(oc4ccccc43)c(=O)n2-c2ccccc2)c1	0%	7%	40%	-11%	1.4%
CN1CCN(CCOc2ccc(-c3ccccc3)cc2)CC1	-10%	-6%	11%	-4%	5.2%
Cc1nn(CCOc2ccccc2)c(=O)n1-c1c(F)cccc1F	6%	-5%	-1%	4%	1.7%
COC(=O)C1=NNC(C(=O)c2ccco2)C1c1ccc(OC)cc1 (stereo not given)	-2%	6%	-11%	-6%	0.9%
COc1ccccc1NS(=O)(=O)c1ccc(C(=O)N2CCCC(C(F)(F)F)C2)cc1 (stereo not given)	x	-11%	8%	-4%	1.0%

Reprinted from the part before: two compounds, followed by the next part.
SMILES	Salmonella PhoP GFP	M. tuberculosis HTS	tuberculosis growth	influenza NS1A	inhibitors of VEEV	others
COC(=O)C1=NNC(C(=O)c2ccco2)C1c1ccc(OC)cc1 (stereo not given)	-2%	6%	-11%	-6%	0.9%
COc1ccccc1NS(=O)(=O)c1ccc(C(=O)N2CCCC(C(F)(F)F)C2)cc1 (stereo not given)	x	-11%	8%	-4%	1.0%
O=C(CSc1nc2[nH]c(=O)cc(O)c2s1)Nc1nccs1	x	-7%	1%	-2%	i
Cc1cc(Br)c2c(c1)C(O)(N1CCCCC1C)C(=O)N2 (stereo not given)	-6%	0%	18%	-3%	0.3%
COc1ccccc1NS(=O)(=O)c1cc(NC(=O)c2cccs2)ccc1N1CCCCC1	-2%	11%	26%	7%	i
NC(=O)C1(N2CCCCC2)CCN(C(=O)Nc2ccccc2C(F)(F)F)CC1	8%	2%	-1%	x	x
CCC(=O)N1CCc2cc(S(=O)(=O)CCC(=O)NCCc3ccccc3)ccc21	-7%	-5%	-2%	4%	1.5%
CCN1CCN(C(=S)Nc2cc(C(=O)OC)ccc2C(=O)OC)CC1	0%	6%	28%	12%	i
Cc1cc2cc(C#N)c(N3CCN(S(C)(=O)=O)CC3)nc2cc1C	-5%	-1%	-9%	21%	3.8%
CCn1c(SCC(=O)N2CCN(c3ccccc3)CC2)nnc1-c1ccoc1C	7%	3%	13%	9%	1.6%
CCCOc1ccc2ccccc2c1/C=C1\SC(=O)NC1=O	5%	-5%	74%	-3%	0.1%
CCC(=O)NC(=S)NNC(=O)COc1ccc(Br)cc1	6%	5%	-21%	1%	0.1%
CCOC(=O)C1=C(C)NC(SC)=NC1c1ccccc1 (stereo not given)	7%	0%	34%	2%	1.8%
COc1ccc(-c2nnc(SCc3cc(C)cc(C)c3)o2)cc1	-11%	9%	43%	-8%	0.2%
COc1ccc(S(=O)(=O)NNC(=O)C2Cc3c(ccc4ccccc34)O2)cc1 (stereo not given)	-5%	3%	23%	12%	6.6%	inhibitors of VEEV 10K pilot screen=4.9
